Epigenetic reg: Quantitative High-Throughput Screen for Regulators of Epigenetic Control. murine LDR cells, GFP reporter derepression, 30 h. Potency, µM (top dose mostly 53.9 µM), for the others: at the highest dose GFP activation, hits mostly activators. hit rate 0.2% among 280,000; active = well fitted activation curve with a large enough effect; inconclusive = small, poorly fitted or top-dose-only effect; also: % of control where 0% means no effect; nearly all actives have a fitted effect of over 60% in size
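Murine LDR cells carrying a silenced, genomically integrated CMV-driven GFP reporter were exposed to compound for 30 hours at 37 C. After PBS washes, GFP-positive cells (20–120 um objects) were counted by laser-scanning microplate cytometry.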
* hit, by the source's call; ? = inconclusive. Potency is read from the fitted curve at half-maximal effect.

SMILES	Epigenetic reg
COc1cc(C2c3c(oc4ccccc4c3=O)C(=O)N2c2nnc(C(C)C)s2)cc(OC)c1OC (stereo not given)	0.0%
Cc1cc(C)c(NC(=O)CCn2c(=O)c3cccn3c3cccnc32)c(C)c1	3.2%
CCc1ccccc1Nc1nn2c(=O)c3ccc(C(=O)NC4CCC(C)CC4)cc3nc2s1 (stereo not given)	0.9%
COc1ccc(Br)cc1CNC(=O)CCc1cn(Cc2ccc(C)cc2)c2ccccc12	-0.3%
CCOc1ccc(C(=O)c2c(N)c(-c3nc(-c4ccc5c(c4)OCO5)cs3)c3ccccn23)cc1	?
COc1ccc(Nc2cc(C(=O)NCCCN(C)C3CCCCC3)c3ccccc3n2)c(OC)c1	-0.7%
COc1ccc(NC(=O)c2cnc3sc(N4CCOCC4)nn3c2=O)c(OC)c1	-2.2%
COc1ccc(N(CC(=O)NC(C)c2ccccc2)S(=O)(=O)c2c(C)noc2C)cc1 (stereo not given)	-1.8%
COc1ccc(CNC(=O)c2cc3c(s2)-c2ccccc2OC3)cc1	0.0%
CCc1ccc2oc(C(=O)Nc3c(C)n(C)n(-c4ccccc4)c3=O)cc(=O)c2c1	0.0%
Cc1cc2c(cc3c(SCc4cccc(F)c4)nnc(C)n32)o1	4.3%
O=c1c2sc3ccccc3c2n(Cc2cccc(Cl)c2)c(=O)n1Cc1ccccc1	-1.8%
Cc1cc(C)cc(C(=O)Nc2cccc(-c3nc4ncccc4o3)c2C)c1	-1.0%
CCN(CC)CCNC(=O)c1cc2c(=O)[nH]c3ccc(C)cc3c2s1	-5.2%
CCOC(=O)c1c(NC(=O)c2nc(SCC)ncc2Cl)sc(C(C)=O)c1C	2.9%
O=c1[nH]c2cc(Br)ccc2n2cccc12	-5.7%
CCc1ccc(NCc2cc3cc4c(cc3n(CC(=O)Nc3ccc(Cl)cc3)c2=O)OCO4)cc1	-7.8%
CCCCNC(=O)c1ccc(-c2nc(CS(=O)(=O)c3ccc(C)cc3)c(C)o2)cc1	-5.7%
COc1ccc(NC(=O)Cn2c(=O)n(Cc3nc(-c4ccccc4)no3)c(=O)c3cc4c(cc32)OCO4)c(OC)c1	2.4%
Cc1ccc(CCNc2nc3ccccc3c3nc(-c4ccccc4)nn23)cc1	0.0%
CCc1ccc(-n2c(=O)c3sc4ccccc4c3n(CC(=O)NC3CCCCC3)c2=O)cc1	1.9%
COc1ccc(C2=C(C)C(=NCCCN3CCN(c4cc(C)ccc4C)CC3)NS2(=O)=O)cc1	?
CCN(CCCNC(=O)c1cc2cc3cc(OC)ccc3nc2s1)c1cccc(C)c1	4.7%
Cc1ccc(OCCn2c(CCNC(=O)C3CCCCC3)nc3ccccc32)cc1	-4.1%
COc1cccc(-c2ccc3c(N)c(C(=O)c4ccc(F)cc4)sc3n2)c1	?
O=C(NCc1cccc(Br)c1)C1CCN(C(=O)c2sccc2-n2cccc2)CC1	1.4%
CSc1ccc(CNC(=O)C2CCCN(S(=O)(=O)N(C)c3ccc(F)cc3)C2)cc1 (stereo not given)	0.8%
Cc1c(NC(=O)c2cc(-c3ccc(F)cc3)on2)c(=O)n(-c2ccccc2)n1C	-0.9%
Cc1cccc(CSc2nc3c(sc4ccccc43)c(=O)n2CCC(=O)NC(C)C)c1	3.3%
COc1ccccc1C(=O)c1c(N)c(-c2nc(-c3ccccc3)cs2)c2ccccn12	-4.1%
CCc1ccccc1NC(=O)c1cc2nc(-c3ccc(OC)c(OC)c3)cc(C(F)(F)F)n2n1	0.0%
COc1ccccc1CNS(=O)(=O)c1cc(Br)cc2c1N(C(C)=O)C(C)C2 (stereo not given)	-1.1%
COc1cccc(-n2c(-c3ccco3)nc3c(cnn3-c3ccc(C)cc3)c2=O)c1	-0.4%
Cc1cc(C)cc(NC(=O)CN(c2cccc(C)c2C)S(=O)(=O)c2ccccc2)c1	-0.6%
CCOC(=O)N1CCc2c(sc3c2C(=O)NC(c2cc(OC)c(OC)c(OC)c2)N3)C1 (stereo not given)	3.9%
CCOC(=O)C1=C(CN2CCC(C(=O)OCC)CC2)NC(=O)NC1c1ccc(Cl)cc1 (stereo not given)	-1.4%
CC(C)c1ccc(C2N3CC4(C)CN2CC(c2ccccc2)(C3)C4=O)cc1 (stereo not given)	5.5%
Cc1ccc(-c2n[nH]c3c2C(c2cccs2)N(c2ccc(Cl)cc2)C3=O)cc1 (stereo not given)	0.2%
CC(C)c1cccc(OCCn2c(-c3ccc(Cl)cc3)nc3ccccc3c2=O)c1	0.3%
Cc1cc(C)cc(OCC(=O)Nc2nonc2-c2ccc(Br)cc2)c1	-4.5%
COc1ccc2c(CNCCc3ccccc3C)c(C(=O)O)n(Cc3ccccc3C)c2c1	5.8%
Cc1ccc(C(=O)O)cc1Nc1nc2ccccc2n2nnnc12	0.5%
Cc1ccc(NC(=O)Cn2cc(C(=O)C3CC3)c3ccccc32)c(C)c1	-1.0%
Clc1ccc(CCNC(c2cccc(Cl)c2)c2nnc(-c3ccccc3)o2)cc1 (stereo not given)	0.0%
Cc1ccc2c(c1)-c1nc(-c3ccc4c(c3)NC(=O)CO4)cc(-c3ccccc3)c1CO2	4.3%
Cc1ccccc1C(=O)Nc1cc(C)c(O)c(-c2nc3ccccc3o2)c1	-1.1%
CC(C)CNc1ncnc2onc(-c3ccc(Cl)cc3)c12	-1.4%
COc1cc(OC)cc(C(=O)Nc2cc3c(cc2N2CCOCC2)n(C)c(=O)n3C)c1	-1.3%
Cc1ccc(N2CCN(S(=O)(=O)c3cccc4ccccc34)CC2)cc1Cl	0.0%
COc1ccc(S(=O)(=O)N2CCC(C(=O)Nc3ccccc3)CC2)cc1OC	-0.3%
Cc1cccc(CCn2c(=O)c3ccccc3n(Cc3ccccc3C)c2=O)c1	-0.2%
Cc1cc(C)cc(NC(=O)Cn2c(=O)n(-c3ccc(C)c(C)c3)c(=O)c3oc4ccccc4c32)c1	6.5%
CCOc1ccc(NC(=O)Cn2c(=O)n(CCC(=O)NCCc3ccccc3)c(=O)c3ccccc32)cc1	2.8%
COc1ccc(S(=O)(=O)Nc2ccc3oc4c(c3c2)CCCC4)cc1	1.0%
CCOc1ccccc1NC(=O)CN1CCCN(Cc2cccc(Cl)c2)S1(=O)=O	1.7%
Cn1cc(C(=O)NCc2ccc(Cl)cc2)c(=O)c2cc(S(=O)(=O)N3CCCCCC3)ccc21	-0.1%
CCN1C(=O)C2(c3ccccc31)c1c(oc3ccc(F)cc3c1=O)C(=O)N2CCCOC (stereo not given)	1.1%
CCOc1ccc(NC(=O)c2cc3c(C)nn(-c4ccccc4)c3s2)cc1	3.5%
CCS(=O)(=O)N1CCc2cc(C(=O)NCCc3ccc(OC)c(OC)c3)ccc21	-3.0%
O=C(Cn1c(=O)n(Cc2ccc(F)cc2)c(=O)c2sc3ccccc3c21)NCc1ccccc1	-0.2%
Remaining list, next part.
SMILES	Epigenetic reg
COc1ccc2c(c1)CCc1sc(NC(=O)c3ccc(Cl)cc3)nc1-2	0.0%
CC(=O)Nc1ccc(S(=O)(=O)N2CCC(c3nnnn3-c3ccccc3)CC2)cc1	-5.4%
COc1cc(-c2nnc(SCC(=O)N(C)C3CCCCC3)o2)cc(OC)c1OC	2.4%
CCOc1ccc(NC(=O)Cn2cc(C(=O)C3CC3)c3ccccc32)cc1	14.5%
O=C(Nc1cc(-c2nc3cc(Cl)ccc3o2)ccc1Cl)c1ccco1	?
O=C(NC1CCCC1)c1ccc2c(c1)N(Cc1ccc(C(F)(F)F)cc1)C(=O)c1ccccc1S2	-1.3%
Cc1nn(CCCC(=O)NCc2ccccc2)c(=O)c2cc3sccc3n12	0.8%
COc1ccccc1NC(=O)CSc1nncn2c1cc1sccc12	5.2%
COc1ccc(-n2c(=O)c3sc4ccccc4c3n(CC(=O)NCc3ccccc3)c2=O)cc1	5.7%
Cn1c2c(c(=O)n(C)c1=O)C(c1ccccc1[N+](=O)[O-])CC(=O)N2 (stereo not given)	0.0%
CCNS(=O)(=O)c1ccc(NC(=O)CSc2nc(-c3ccco3)cc(C(F)(F)F)n2)cc1	-1.0%
CCn1cc(/C=C(\NC(=O)c2ccc(OC)c(OC)c2)C(=O)NCCCn2ccnc2)c2ccccc21	-1.7%
Cc1ccc(S(=O)(=O)Nc2cc(Cl)c3oc4c(c3c2)CCCC4)cc1	-1.6%
CCOc1ccccc1C1C(C(=O)N2CCCCC2)=C(C)Nc2nc3ccccc3n21 (stereo not given)	-0.9%
Fc1ccc(CNc2nc(-c3ccc(Cl)cc3)cc(C(F)(F)F)n2)cc1	-0.1%
Cc1cccc(CCNC(=O)c2nn(C)c3c2CSc2ccccc2-3)c1	-3.2%
O=C(NCc1ccccc1)c1cccc(N2CCCS2(=O)=O)c1	-3.9%
CCCCOc1cccc(C(=O)Nc2cccc(-c3nc4ncccc4o3)c2C)c1	-1.6%
Fc1ccccc1Nc1c2c(nc3ccccc13)CCC2	-4.0%
CCOc1ccc(Nc2nc3c(S(=O)(=O)c4ccc(C(C)C)cc4)nnn3c3ccsc23)cc1	3.1%
COc1ccc(CNC(=O)c2cc3c(=O)[nH]c4ccc(C)cc4c3s2)c(OC)c1	0.8%
CN(C(=O)c1cc2c(=O)oc3ccccc3c2s1)c1ccc(F)cc1	0.4%
COc1ccc(CNC(=O)CSc2ncc3c(n2)-c2ccc(Cl)cc2N(Cc2ccc(F)cc2)S3(=O)=O)cc1OC	0.3%
Cc1cccc(N2CCN(C(=O)C3CCCN(S(=O)(=O)c4cccc5nsnc45)C3)CC2)c1C (stereo not given)	-1.1%
COc1cccc(CNC(=O)C(Cc2ccccc2)NS(=O)(=O)c2ccc3c(c2)oc(=O)n3C)c1 (stereo not given)	0.8%
Cc1cc(C)n(-c2nc3ccccc3nc2N2CCN(c3cccc(C)c3C)CC2)n1	-0.4%
Cc1ccccc1NC(=O)CSc1cn(CC(=O)N2CCCCCC2)c2ccccc12	6.0%
COC(=O)c1c(C)oc2ccc(N(C(=O)c3ccncc3)S(=O)(=O)c3cc(C)ccc3C)cc12	-0.7%
Cc1cccc(C(C)C)c1NC(=O)C(NS(=O)(=O)c1cccc2nsnc12)c1ccccc1 (stereo not given)	-0.4%
CCc1ccc(C(=O)c2cnc3ccc(F)cc3c2S(=O)(=O)c2ccccc2)cc1	-1.1%
O=C(Oc1ccc(F)cc1)c1nc(SCc2ccccc2F)ncc1Cl	1.3%
CCN(Cc1ccccc1)C(=O)CCS(=O)(=O)c1ccc2c(c1)CCN2C(C)=O	0.3%
O=C(Cn1c(=O)c(CNc2ccccc2)cc2cc3c(cc21)OCCO3)Nc1ccccc1Cl	0.7%
COc1ccccc1Cn1cc(C(=O)c2ccc(Cl)cc2)c(=O)c2cc3c(cc21)OCCO3	?
CCOc1ccc(NC(=O)Cn2c(=O)oc3cc(S(=O)(=O)N4CCC(C)CC4)ccc32)cc1	2.7%
CCOC(=O)c1c(-c2ccc(Br)cc2)csc1NC(=O)c1ccc(F)cc1	-0.8%
CN(C)c1ccc(CN(Cc2ccco2)C(=O)c2ccc(C(C)(C)C)cc2)cc1	-1.9%
Cc1ccc(C)c(NC(=O)CN2C(=O)c3cccc4cccc2c34)c1	1.0%
CC1CCCN(Cc2nc3c(c(=O)n(C)c(=O)n3C)n2Cc2ccc(Cl)cc2)C1 (stereo not given)	-0.9%
CCN1CCN(C(=O)c2cnn(-c3ccc(F)cc3)c2-n2cccc2)CC1	-3.5%
CCCCN(C)CCNC(=O)c1ccc2c(=O)n(CCc3ccccc3)c(=O)[nH]c2c1	0.2%
Cc1cc(Cl)ccc1NC(=O)CN1C(=O)CSc2ccc(S(=O)(=O)N(C)C)cc21	-2.6%
CCN(CC)c1ccc(NC(=O)CN(C)S(=O)(=O)c2cccc3nsnc23)c(C)c1	2.0%
COc1ccc(Cl)cc1NS(=O)(=O)c1cc(Br)cc2c1N(C(=O)C1CC1)CC2	0.5%
CCOc1cccc(C(=O)Nc2ccc3oc(-c4ccncc4)nc3c2)c1	1.6%
Cc1ccc(Nc2nnc(-c3ccc(C)c(S(=O)(=O)N4CCOCC4)c3)c3ccccc23)c(C)c1	-0.8%
COc1ccc(CSc2nc3ccncc3n2Cc2nc(-c3ccc(OC)c(OC)c3)oc2C)cc1	1.4%

Filtered by structure: the compounds so far containing two or more sulfur atoms
SMILES	Epigenetic reg
CCOC(=O)c1c(NC(=O)c2nc(SCC)ncc2Cl)sc(C(C)=O)c1C	2.9%
CSc1ccc(CNC(=O)C2CCCN(S(=O)(=O)N(C)c3ccc(F)cc3)C2)cc1 (stereo not given)	0.8%
Cc1cccc(CSc2nc3c(sc4ccccc43)c(=O)n2CCC(=O)NC(C)C)c1	3.3%
COc1ccccc1NC(=O)CSc1nncn2c1cc1sccc12	5.2%
CCNS(=O)(=O)c1ccc(NC(=O)CSc2nc(-c3ccco3)cc(C(F)(F)F)n2)cc1	-1.0%
CCOc1ccc(Nc2nc3c(S(=O)(=O)c4ccc(C(C)C)cc4)nnn3c3ccsc23)cc1	3.1%
COc1ccc(CNC(=O)CSc2ncc3c(n2)-c2ccc(Cl)cc2N(Cc2ccc(F)cc2)S3(=O)=O)cc1OC	0.3%
Cc1cccc(N2CCN(C(=O)C3CCCN(S(=O)(=O)c4cccc5nsnc45)C3)CC2)c1C (stereo not given)	-1.1%
Cc1cccc(C(C)C)c1NC(=O)C(NS(=O)(=O)c1cccc2nsnc12)c1ccccc1 (stereo not given)	-0.4%
Cc1cc(Cl)ccc1NC(=O)CN1C(=O)CSc2ccc(S(=O)(=O)N(C)C)cc21	-2.6%
CCN(CC)c1ccc(NC(=O)CN(C)S(=O)(=O)c2cccc3nsnc23)c(C)c1	2.0%

Assay outcomes (PubChem)

An excerpt; rates above refer to the full screens.
